GSK3B inh = human GSK3beta kinase inhibition | GST-GSK3beta kinase, ADP-Glo luminescence, 60 min; stronger effect = lower value | 300,000 compounds, 0.038% hits | activity score (negative = inhibition), % at 10 µM | AID 2097 | P49841;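 active means more than half of replicate wells score below -50%, meaning over 50% inhibition versus plate controls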;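 further: 0% = median DMSO wells and -100% = median GW8510 positive control wells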
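test system = GST-tagged human GSK3beta kinase, cell-free | reagent = 25 µM ATP with peptide substrate | dosing = one dose of 10 µM per compound | schedule = 60 min reaction, RT | detection = luminescent ADP-Glo measurement of ADP formed | control set = DMSO neutral wells and GW8510 at 20 µM as positive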
hERG protect = hERG (human) protection from proarrhythmic block. Q12809. CHO-hERG, FluxOR thallium flux, dofetilide IC70 present. activation (rescue from dofetilide block), less the hit threshold, % at 10 µM. 310,000 compounds, 0.51% hits. AID 1511;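 active means activation above the mean of controls blocked by dofetilide plus 5 SD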;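 further: thallium influx through hERG after potassium depolarization seen as dye fluorescence rise; in these data hits start at about 4.7%; inactives centre near -7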
PolyA inh = blocks polyadenylation in yeast reporter cells; S. cerevisiae SKY197-pL101 polyadenylation reporter, beta-gal luminescence; efflux-impaired pdr1/pdr3 knockout yeast; score 100 = 6 SD above DMSO; calls only at 12 µM; 300,000 compounds, 0.02% hits; AID 1875;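 active means lowest replicate activity score at least 50, where 100 means six control SD above control mean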;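 further: yeast exposed to compound for 9 h at 30 °C; higher score means more reporter readthrough which indicates perturbed polyadenylation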
GSK3A inh = inhibitors of human GSK-3 alpha kinase. P49840. ADP-Glo luminescence, 60 min. inhibition, % at 10 µM. 320,000 compounds, 0.1% hits. AID 2650;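 in the data active means inhibition above about 50%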;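 further: GST-tagged GSK-3 alpha with peptide substrate and 25 µM ATP; 0% = DMSO neutral wells and 100% = GW8510 positive control wells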
KCNK9 block = blocks the human KCNK9 two-pore domain potassium channel. Q9NPC2. HEK293 KCNK9, FluxOR thallium flux fluorescence; stronger effect = lower value. B-score at 10 µM. 310,000 compounds, 1.2% hits;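 active means ratio B-score over 3 SD below the library mean, with starting fluorescence within 5 SD of its mean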;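 further: negative B-score means less thallium flux so channel inhibition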
Target sequence (Q9NPC2 whole entry, looked up, the tested form may be a part): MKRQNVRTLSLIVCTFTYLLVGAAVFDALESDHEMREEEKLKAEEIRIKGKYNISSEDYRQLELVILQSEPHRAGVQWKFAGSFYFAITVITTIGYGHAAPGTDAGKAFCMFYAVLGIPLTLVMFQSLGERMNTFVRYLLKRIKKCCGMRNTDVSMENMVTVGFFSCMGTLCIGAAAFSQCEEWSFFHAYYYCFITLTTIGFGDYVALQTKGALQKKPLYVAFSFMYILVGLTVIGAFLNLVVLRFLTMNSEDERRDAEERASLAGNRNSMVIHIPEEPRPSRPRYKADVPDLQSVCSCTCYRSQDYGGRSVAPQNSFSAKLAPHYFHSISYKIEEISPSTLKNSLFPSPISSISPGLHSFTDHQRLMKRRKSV
KCNQ1 pot = potentiates or activates the human KCNQ1 potassium channel; CHO-K1 KCNQ1, thallium flux FluxOR fluorescence; stronger effect = higher value; B-score at 10 µM; AID 2648; 310,000 compounds, 0.35% hits;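 active means fluorescence ratio B-score, a plate-corrected score, at least three library SD, with initial intensity B-score within 5 SD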
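assay system = KCNQ1-transfected CHO-K1 cells | medium = assay buffer with matched DMSO | probe or stimulus = depolarizing K+/Tl+ stimulus, K2SO4 and Tl2SO4 each 12.5 mM in 5x stock | dosing = single dose | incubation = dye 90 min, compound 20 min, room temperature | detection = kinetic FluxOR fluorescence, 10 s baseline plus 110 s post-stimulus | evaluation = ratio B score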
KCNQ1 inh = human KCNQ1 channel inhibition. P51787. CHO-K1 KCNQ1, FluxOR thallium flux fluorescence; stronger effect = higher value. B-score at 10 µM. 310,000 compounds, 1.3% hits. AID 2642;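 active means compounds whose thallium flux B-score, printed positive for inhibition, exceeds three library SD while starting fluorescence stays within three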;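 further: channel opened by potassium depolarization with thallium stimulus after 20 min compound exposure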
DYRK1A inh = Dyrk1A (rat) kinase inhibition | Q63470 | ADP-Glo luminescence, NFATc1 peptide | 310,000 compounds, 0.43% hits | inhibition, % at 12.5 µM; in the data active means inhibition above about 50%;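 further: plate controls were vehicle with enzyme for no effect and no enzyme for full effect; many of its hits are not listed in these tables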
RGS4 pot = RGS4 potentiation or activation | B-score at 10 µM | AID 463111 | HEK293 M3R/inducible RGS4, carbachol calcium flux Fluo4; stronger effect = lower value | 310,000 compounds, 0.92% hits;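 active means B-score of the integrated calcium signal more than 4 SD below the library mean, with starting fluorescence not abnormally high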;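 further: negative B-score means reduced calcium response which marks RGS4 activation or potentiation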
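Also added: carbachol at ECmax as muscarinic agonist stimulus; Assay system: HEK293 cells with stable M3R and inducible RGS4; Timing: overnight RGS4 induction, 30 min dye load 37 °C, 20 min compound RT; Measured by: Fluo4-AM (2 µM) calcium-flux fluorescence, kinetic read.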
KCNK3 inh = human KCNK3 channel inhibition, primary screen. 340,000 compounds, 0.84% hits. CHO-KCNK3 thallium flux, FluxOR fluorescence; stronger effect = lower value. AID 602410. B-score at 10 µM;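 active means B-score under library mean minus 4 SD, starting fluorescence ratio at most library mean plus 5 SD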;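 further: more negative B-score means stronger inhibition of thallium flux through KCNK3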
Target sequence (O14649 whole entry, looked up): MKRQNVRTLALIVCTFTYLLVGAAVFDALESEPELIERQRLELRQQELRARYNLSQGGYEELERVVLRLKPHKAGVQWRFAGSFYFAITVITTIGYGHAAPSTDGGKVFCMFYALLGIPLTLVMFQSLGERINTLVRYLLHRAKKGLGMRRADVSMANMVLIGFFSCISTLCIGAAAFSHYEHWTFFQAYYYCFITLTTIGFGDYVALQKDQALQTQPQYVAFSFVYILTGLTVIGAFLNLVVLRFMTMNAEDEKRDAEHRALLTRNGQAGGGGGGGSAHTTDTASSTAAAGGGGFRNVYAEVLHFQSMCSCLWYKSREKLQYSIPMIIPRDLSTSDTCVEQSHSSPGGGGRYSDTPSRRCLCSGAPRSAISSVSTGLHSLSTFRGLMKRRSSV
RGS4 block = human RGS4 inhibition; P49798; HEK293 M3R/RGS4 inducible, Fluo-4 calcium flux; stronger effect = higher value; triggered by carbachol at its EC20; B-score at 10 µM; 310,000 compounds, 0.45% hits; AID 463165;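 active means B-score, a plate-corrected calcium signal, over three deviations above library mean, with baseline fluorescence within five deviations of library mean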;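 further: RGS4 expression induced by doxycycline in cells with stable M3 receptor; B-score is computed from the integrated fluorescence ratio over baseline after carbachol; higher B-score means a larger calcium signal and so more RGS4 inhibition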
Target sequence (P49798 whole entry, looked up): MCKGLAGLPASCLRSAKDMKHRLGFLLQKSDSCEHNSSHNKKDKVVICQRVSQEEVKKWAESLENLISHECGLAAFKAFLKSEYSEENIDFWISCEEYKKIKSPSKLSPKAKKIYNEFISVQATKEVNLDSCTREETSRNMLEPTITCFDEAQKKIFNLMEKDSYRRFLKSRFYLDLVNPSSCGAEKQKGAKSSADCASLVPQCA
* marks the source's active call; other numbers are inactive results; i = inactive; / = not tested or not shown. These rows are one share of the data; the hit share may differ from the screen's.

SMILES	GSK3B inh	hERG protect	PolyA inh	GSK3A inh	KCNK9 block	KCNQ1 pot	KCNQ1 inh	DYRK1A inh	RGS4 pot	KCNK3 inh	RGS4 block
CCN(CC)S(=O)(=O)c1ccc(OC)c(N)c1	3.3	-14.2	i	-0.7	i	i	i	1.7	i	i	i
Cc1nc2sccn2c(=O)c1CCN1CCC(=C(c2ccc(F)cc2)c2ccc(F)cc2)CC1	2.8	-25.5	i	5.3	i	i	i	12.0	i	i	i
COc1ccc(CNC(=O)Cn2cc(C(F)(F)F)ccc2=O)cc1	1.1	-10.8	i	2.3	i	i	i	5.4	i	i	i
Cc1ccc(NC(=O)CCCCCN2C(=O)[C@@H]3Cc4ccccc4CN3C2=O)c(Cl)c1	4.9	-13.2	i	-2.6	i	i	i	/	i	i	i
COc1cccc(NC2C=CS(=O)(=O)C2)c1 (stereo not given)	-3.6	-6.4	i	0.7	i	i	i	-3.2	i	i	i
Cc1ccc(-c2c(C(=O)N/N=C/c3ccc4c(c3)OCO4)nnn2-c2nonc2N)cc1	-2.9	-3.7	i	0.2	i	i	i	/	i	i	i
Cc1cccc2cc(CN(Cc3ccco3)C(c3nnnn3CCc3ccccc3)C(C)C)c(=O)[nH]c12 (stereo not given)	1.8	-15.9	i	-1.8	i	i	i	1.0	i	i	i
COc1cccc(CN2CC(C(=O)NCCc3ccccc3C(F)(F)F)CCC2=O)c1 (stereo not given)	-22.8	-10.3	i	-0.9	i	i	i	-1.9	i	i	i
CCC1(C(=O)OC)NC(c2ccco2)C2C(=O)N(c3ccc(F)cc3)C(=O)C21 (stereo not given)	2.7	-21.1	i	-1.0	i	i	i	-1.4	i	i	i
Cc1ccc(C)c(NC(=O)CSc2ncnc3nc[nH]c23)c1	-0.1	-8.0	i	0.2	i	i	i	-2.9	i	i	i
COC(=O)c1cn(NC(=O)Cn2nc([N+](=O)[O-])c(Br)c2C)c(=O)c2ccccc12	4.5	-11.5	i	-3.1	i	i	i	-2.6	i	i	i
CC(=O)Nc1ccc(NC(=O)c2cccc(Oc3ccccc3)c2)cc1	-0.1	1.2	i	-0.7	i	i	i	0.9	i	i	i
Cc1nc2scc(-c3cccs3)c2c(=O)n1-n1cccc1	-5.3	-8.9	i	/	i	i	i	5.4	i	i	i
COc1cc(OC)c2c(c1)C(=O)c1cc(OC)cc(OC)c1C2=O	2.3	-8.4	i	/	i	i	i	6.2	i	i	i
O=S(=O)(c1ccc2nc(-c3ccccc3)[nH]c2c1)N1CCN(c2cccc(Cl)c2)CC1	1.0	-2.8	i	-0.3	i	i	i	-2.4	i	i	i
CCOC(=O)N1CCN(C(=O)CCS(=O)(=O)c2ccc3c(c2)CCN3C(=O)CC)CC1	-1.3	-3.2	i	-1.0	i	i	i	-1.6	i	i	i
CNC(=O)c1c(NC(=O)c2ccc(N3C(=O)CCC3=O)cc2)sc2c1CCC(C)C2 (stereo not given)	-4.9	-22.4	i	-0.2	i	i	i	-3.2	i	i	i
CCC(=O)Nc1sc2c(c1C#N)CCC2	2.0	-14.5	i	-4.4	i	i	i	/	i	i	i
CCN(C(=O)c1ccccc1)c1ccc([N+](=O)[O-])cc1	-5.8	-2.4	i	-2.5	i	i	i	-7.5	i	i	i
N#CC(C#N)=C(Nc1ccc(F)cc1)SCc1cccc(Br)c1	1.8	-20.9	i	-2.3	i	i	7*	1.7	i	i	i
COc1ccccc1Nc1nnc(SCC2CCCCO2)s1 (stereo not given)	1.1	-12.1	i	-2.3	i	i	i	0.1	i	i	i
COc1ccccc1N(C(=O)c1cncc(Br)c1)c1nc(-c2ccc(C)cc2)cs1	-1.1	-2.7	i	1.0	i	i	i	-4.4	i	i	i
c1coc(-c2nnc(NC3=NCCC3)o2)c1	2.4	-6.7	i	-0.4	i	i	i	19.6	i	i	i
COc1ccc(OCc2cc(C(=O)NCCc3ccccc3)no2)c(Cl)c1	0.1	-7.7	i	-0.9	i	i	i	-3.2	i	i	i
O=C(CN1CCN(c2ccc(O)cc2)CC1)Nc1cc([N+](=O)[O-])ccc1Cl	-12.9	-8.1	i	0.2	i	i	i	-2.5	i	i	i
CN=C(Nc1cc(C)nn1CCC#N)c1ccccc1F	0.1	-3.5	i	-0.9	i	i	i	6.1	i	i	i
COc1cc(/C=N/NC(=O)c2cncc(Br)c2)cc([N+](=O)[O-])c1O	-1.1	-15.4	i	-0.1	i	i	i	4.5	i	i	i
O=C(CN1CCCN(S(=O)(=O)c2ccc(Br)s2)CC1)Nc1ccc(Cl)cc1	-1.6	-11.7	i	2.1	i	i	i	5.7	i	-9.34*	i
COc1ccc(/C(O)=C2/C(=O)C(=O)N(CCCN(C)C)C2c2cccc(Cl)c2)cc1OC (stereo not given)	2.5	-1.1	i	-2.6	i	i	i	-1.1	i	i	i
COc1ccccc1-c1c(-c2ccc(O)cc2O)n[nH]c1C(F)(F)F	-1.9	-21.8	i	0.0	i	i	i	-1.0	i	i	10.8*
CC(C)C[C@@H](CN=[N+]=[N-])N1CCN(C)CCC1=O	1.4	-1.7	i	-4.3	i	i	i	-12.0	i	i	i
O=C(O)/C=C/C(=O)c1ccc2c(c1)NC(=O)CO2	2.9	-0.8	i	-0.8	i	i	i	-0.1	i	i	i
O=C(Nc1ccc(O)cc1)C1CCCO1 (stereo not given)	1.5	-3.5	i	-5.5	i	i	i	2.6	i	i	i
O=C(Cc1ccccc1)N/N=C/c1cccs1	1.2	-0.7	i	-3.4	i	i	i	5.9	i	i	i
O=C(NC(=O)N1CCCCC1)c1ccccc1	1.4	-1.5	i	-1.7	i	i	i	0.1	i	i	i
O=C(COc1ccc(Cl)cc1)N(Cc1ccccc1)c1nc(-c2ccccc2)cs1	2.5	-13.3	i	-2.3	i	i	i	2.5	i	i	i
CCOc1cc(/C=N/NC(=O)Cn2nc([N+](=O)[O-])cc2C)cc(Br)c1OCc1ccccc1F	3.2	-10.5	i	/	i	i	i	-1.9	i	i	i
Cc1ccc(-c2ccc(SCC(=O)NC3CCCC3)nn2)cc1	-1.7	-6.1	i	2.4	i	i	i	2.1	i	i	i
Cn1c(=O)c2[nH]c(-c3ccc(S(=O)(=O)O)cc3)nc2n(C)c1=O	10.4	-5.5	i	1.1	i	i	i	-6.4	i	i	i
O=C(CCC(=O)c1ccc(Cl)cc1)OCc1nc2ccsc2c(=O)[nH]1	1.5	-16.4	i	-1.3	i	i	i	-4.2	i	i	i
O=C(CSc1nnc(-c2ccc(Cl)cc2)n1Cc1ccco1)c1cccs1	1.6	-3.9	i	2.7	i	i	i	4.6	i	i	i
CN1CCN(c2ccccc2NC(=O)c2cccs2)CC1	0.9	-4.6	i	2.3	i	i	i	-1.1	i	i	i
COc1ccccc1CNC(=O)C(CCSC)NC(=O)C1CCC(C)CC1 (stereo not given)	-4.6	-11.6	i	-2.2	i	i	i	-4.7	i	i	i
COc1ccc(CCN2C(=NC(=O)C(C)C)SC3CS(=O)(=O)CC32)cc1 (stereo not given)	0.8	-4.5	i	-5.7	i	i	i	-4.1	i	i	i
CC1CC(C)CN(CC(O)COCc2ccccc2)C1 (stereo not given)	2.3	-2.5	i	-0.4	i	i	i	15.0	i	i	i
COC(=O)c1nnn(-c2nonc2N)c1CSc1nc2ccccc2s1	1.3	-10.7	i	19.5	i	i	i	15.5	i	i	i
COc1ccc(-c2nsc3c(N4CCN(S(=O)(=O)c5ccccc5F)CC4)ncnc23)cc1	-0.3	-3.1	i	-2.9	i	i	i	-3.4	i	i	i
c1ccc(CN2CCN(c3nc(-c4ccccn4)nc4ccccc34)CC2)cc1	-3.4	-5.8	i	-2.1	i	i	i	-5.6	i	i	i

Taken from the listing, 3 compounds:
SMILES	GSK3B inh	hERG protect	PolyA inh	GSK3A inh	KCNK9 block	KCNQ1 pot	KCNQ1 inh	DYRK1A inh	RGS4 pot	KCNK3 inh	RGS4 block
O=C(CSc1nnc(-c2ccc(Cl)cc2)n1Cc1ccco1)c1cccs1	1.6	-3.9	i	2.7	i	i	i	4.6	i	i	i
CN1CCN(c2ccccc2NC(=O)c2cccs2)CC1	0.9	-4.6	i	2.3	i	i	i	-1.1	i	i	i
COc1ccccc1CNC(=O)C(CCSC)NC(=O)C1CCC(C)CC1 (stereo not given)	-4.6	-11.6	i	-2.2	i	i	i	-4.7	i	i	i

6 entries picked at random from those above, as already listed:
SMILES	GSK3B inh	hERG protect	PolyA inh	GSK3A inh	KCNK9 block	KCNQ1 pot	KCNQ1 inh	DYRK1A inh	RGS4 pot	KCNK3 inh	RGS4 block
O=C(CSc1nnc(-c2ccc(Cl)cc2)n1Cc1ccco1)c1cccs1	1.6	-3.9	i	2.7	i	i	i	4.6	i	i	i
c1ccc(CN2CCN(c3nc(-c4ccccn4)nc4ccccc34)CC2)cc1	-3.4	-5.8	i	-2.1	i	i	i	-5.6	i	i	i
CN1CCN(c2ccccc2NC(=O)c2cccs2)CC1	0.9	-4.6	i	2.3	i	i	i	-1.1	i	i	i
CC1CC(C)CN(CC(O)COCc2ccccc2)C1 (stereo not given)	2.3	-2.5	i	-0.4	i	i	i	15.0	i	i	i
COc1ccc(CCN2C(=NC(=O)C(C)C)SC3CS(=O)(=O)CC32)cc1 (stereo not given)	0.8	-4.5	i	-5.7	i	i	i	-4.1	i	i	i
COc1ccccc1CNC(=O)C(CCSC)NC(=O)C1CCC(C)CC1 (stereo not given)	-4.6	-11.6	i	-2.2	i	i	i	-4.7	i	i	i

Bioassay records (PubChem BioAssay)
